A549 viability: Nrf2 qHTS screen for inhibitors: counterscreen for cytotoxicity | Potency, µM (titrated, usually from 46 µM), without a hit: at the top dose activity change, negative = cytotoxicity, hits mostly inhibitors | actives 0.16% (n = 390,000) | A549 ARE-Fluc cells, CellTiter-Fluor viability, 18-24 h | AID 504648, 2011; also: potency is read from the fitted curve at half-maximal effect; % is scaled to controls: 0 for no effect and ±100 for the full control effect
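Cytotoxicity counterscreen: CellTiter-Fluor fluorescence was measured in A549 ARE_Fluc cells after 18-24 h of compound exposure in a concentration series. The subsequent BugLite luminescent read reports ARE-luciferase activity.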
ATXN viability: Viability Counterscreen for Primary qHTS for Inhibitors of ATXN expression. S2 cells (HEK-293 line with an ATXN2-luciferase reporter) viability, CellTiter-Fluor protease fluorescence, 24 h. Potency, µM (doses to about 56.7 µM), actives largely listed as cytotoxic. actives 0.49% (n = 400,000). AID 651635, 2014; also: potency is read from the fitted curve at half-maximal effect; nearly all actives have a fitted effect of over 40% in size
Nrf2 block: Nrf2 qHTS screen for inhibitors; actives 2.1% (n = 360,000); Potency, µM (series often up to 46 µM), for inactives: at the highest dose activity change, negative = inhibition, most hits filed as inhibitors; A549 ARE-Fluc reporter, luciferase luminescence, 18-24 h; also: potency is read from the fitted curve at half-maximal effect; % is scaled to controls: 0 for no effect and ±100 for the full control effect; nearly all actives have a fitted effect of over 60% in size
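Nrf2 function is reported as luminescence of an ARE-controlled luciferase in A549 cells. Compounds were tested at several concentrations, and a CellTiter-Fluor read on the same wells flagged cytotoxicity.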
Nrf2 ARE act: qHTS of Nrf2 Activators; AID 624171, 2012; actives 0.31% (n = 410,000); Potency, µM (titrated, usually from 46.1 µM), without a hit: at the top dose activation, usual class: activators; AREc32 ARE-luciferase reporter (MCF7-derived line), luminescence, 24 h; also: potency is read from the fitted curve at half-maximal effect; % of control where 0% means no effect; nearly all actives have a fitted effect of over 65% in size
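Cells of the AREc32 ARE-luciferase line are plated in OPTI-MEM containing 5% FBS and left overnight at 37 deg C. Compounds are pinned in, incubation continues 24 hr, and firefly luciferase signal is then measured.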
ATXN2 expr inh: Primary qHTS for Inhibitors of ATXN expression. AID 1745845, 2022. actives 0.72% (n = 360,000). HEK-293 ATXN2-luciferase reporter, luminescence, 24 h. Potency, µM (titrated, usually from 57 µM), for the others: top-dose activity change, negative = inhibition, actives largely listed as inhibitors; also: potency is read from the fitted curve at half-maximal effect; % is scaled to controls: 0 for no effect and ±100 for the full control effect; nearly all actives have a fitted effect of over 55% in size
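qHTS (up to 57 uM final) was run with 24 h compound exposure of reporter cells at 37 °C. Each well was multiplexed: SteadyGlo luminescence measured ATXN2-luciferase expression after a fluorogenic Gly-Phe-AFC viability readout (25 uM final).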
HepG2 tox: qHTS for Inhibitors of TGF-b: Cytotox Counterscreen. HepG2 CAGA-GFP viability, ATP luminescence, 18 h. Potency, µM (doses to about 46.1 µM), for the others: top-dose activity change, negative = cytotoxicity, usual class: cytotoxic. actives 0.76% (n = 410,000). AID 588856, 2011; also: potency is read from the fitted curve at half-maximal effect; some results filed as inactive show a strong effect at the top dose
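CellTiter-Glo luminescence gave cytotoxicity after 18 hours at 37 degrees C. The cells were HepG2 CAGA-GFP in 1% FBS DMEM, stimulated with 500 pg/mL TGF-beta after compound addition. %Activity was normalised to no-cell wells (complete cell-killing) and DMSO (no toxicity), and curves were fitted and classified.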
TGFb inhibitor: qHTS for Inhibitors of TGF-b; actives 1.2% (n = 410,000); HepG2 CAGA-GFP TGF-b/SMAD3 reporter, GFP fluorescence, 18 h; TGF-beta stimulated, 500 pg/mL final; Potency, µM (series often up to 46.1 µM), for the others: at the top dose activity, negative = inhibition, hits mostly inhibitors; AID 588855, 2011; also: potency is read from the fitted curve at half-maximal effect; % is scaled to controls: 0 for no effect and ±100 for the full control effect; nearly all actives have a fitted effect of over 65% in size
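GFP signal (ex488/em500-530) from TGF-beta-stimulated HEPG2 CAGA-GFP cells, 500 pg/mL final, 18 h at 37 degrees C in DMEM plus 1% FBS, normalized to unstimulated and DMSO-stimulated controls.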
MCF10A rereplic: A quantitative high throughput screen for small molecules that induce DNA re-replication in MCF 10a normal breast cells; MCF 10A DNA re-replication, Hoechst nuclear intensity, 48 h; Potency, µM (series often up to 46.1 µM), for inactives: at the highest dose activity, positive = re-replication, most hits filed as activators; actives 2.9% (n = 350,000); AID 624296, 2012; also: potency is read from the fitted curve at half-maximal effect; % of control where 0% means no effect; nearly all actives have a fitted effect of over 50% in size
IL-1B inflam inh: qHTS for Inhibitors of Inflammasome Signaling: IL-1-beta AlphaLISA Primary Screen | THP-1 LPS/ATP IL-1B secretion, AlphaLISA, 16 h; active compounds read low | activity change, % at 57.5 µM | actives 4.7% (n = 360,000) | AID 743279, 2014; in the data active = activity change below about -50%; inconclusive = mostly about -30% to -49%; also: % is scaled to controls: 0 for no effect and ±100 for the full control effect
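Secreted IL-1B measured by AlphaLISA bead assay after 16 h compound exposure of THP-1 cells; compounds (final up to 57.5 uM) added 1 h before LPS (250 ng/mL) and ATP (1.25 mM) stimulation; lower signal means less secretion.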
An asterisk follows results filed as active; i = inactive; ? = inconclusive; . = no result given; [ ] = remark or other dose. Unless noted, calls follow the shape of the dose curve; as a rule, active = well fitted curve in the direction sought with a large enough effect; inconclusive = small, poorly fitted or top-dose-only effect, or another doubt; inactive = no such curve, though single readings can be large; an effect the other way counts as inactive or inconclusive.

Compound	A549 viability	ATXN viability	Nrf2 block	Nrf2 ARE act	ATXN2 expr inh	HepG2 tox	TGFb inhibitor	MCF10A rereplic	IL-1B inflam inh
CC(=O)N1CCc2[nH]c3ccc(C)cc3c2C1	11%	i	12%	7.3%	-1%	4%	17%	1%	15
Cc1nnc(C)c2c(C)n(C(C)c3ccccc3)c(C)c12 (stereo unspecified)	-21%	i	?	-0.3%	-19%	-25%	0%	?	-12
COc1ccc2c(c1)CCc1c(C(=O)Nc3ccc(F)c(Cl)c3)noc1-2	3%	i	8%	7.2%	3%	-26%	0%	.	.
Cc1ccc(C(=O)c2ccc(O)cc2)cc1C	1%	i	15%	3.4%	23%	-9%	-11%	14%	18
C=CCN(c1ccccc1)S(=O)(=O)c1ccc(Cl)c(C(=O)OCC(=O)c2[nH]c(C)c(C(C)=O)c2C)c1	-3%	?	-1%	-0.1%	-11%	5%	5%	?	-17
COC(=O)CSc1nnc(CNC(=O)c2ccccc2F)n1-c1ccc(F)cc1	9%	i	?	2.1%	.	-20%	-12%	0%	-56*
O=Nc1c(O)[nH]c2ccc(Cl)c(Cl)c12	3%	i	16%	20%	-14%	-7%	18%	18%	-95*
COc1ccc(NC(=O)CSCC(=O)N(C)Cc2cccc(OC)c2OC)cc1	-12%	?	-9%	-0.3%	-12%	7%	15%	9%	14
COc1cccc(-c2ccc(C#N)c(=O)[nH]2)c1	0%	i	?	0.2%	-26%[11.3 µM]	18%	-2%	-2%	5
Cc1ccc(S(=O)(=O)N2CCN(C(=O)C3CCCCC3)CC2)cc1	3%	i	-8%	-0.6%	-2%	-20%	-1%	2.9µM*	17
O=C(O)CSc1ncnc2sc3c(c12)CCCC3	-6%	i	-18%	-0.4%	-25%	6%	-3%	-8%	21
O=C(c1nc2ccc(Cl)cn2c1CN1CCC(O)CC1)N1CCc2ccccc2C1	-8%	i	-12%	2.3%	-3%	-11%	1%	0%	31
CC(C)(C)CC(=O)NC(=S)Nc1ccccc1C(F)(F)F	1%	i	2%	1.9%	19%	-47%	-27%	7%	57
C=CCNC(=O)c1ccc2nc(Cc3ccc(OC)cc3)oc2c1	2%	i	?	3.1%	88%[activator]	-1%	3%	0%	-19
O=C1COc2ccc(S(=O)(=O)N3CCN(c4ccccc4F)CC3)cc2N1	0%	i	?	0.5%	-23%	-2%	-2%	2%	-13
CCOC(=O)c1sc(NC(=O)COc2ncnc3ccccc23)c(C(=O)OCC)c1C	-1%	i	-27%	0.6%	5%	6%	-4%	26%	-5
Cc1cc(N2CCN(Cc3nc(-c4ccc(F)cc4)oc3C)CC2)cc(C)n1	-6%	i	?	-0.3%	.	-26%	?	4%	-6
CC(C)Cn1nc(C(=O)Nc2cccc(S(=O)(=O)N3CCCC3)c2)c2ccccc2c1=O	-7%	i	?	-0.5%	-12%	-45%	?	17%	-20
O=C1NC2(CCC3(CC2)OCCO3)NN1c1ccc(Cl)cc1	1%	i	?	5.2%	-15%	-10%	5%	?	1
CN(C(=O)Cn1c(Cl)nc2c1c(=O)n(C)c(=O)n2C)C1CCS(=O)(=O)C1 (stereo unspecified)	-2%	i	-3%	-0.4%	1%	-18%	24%	1%	4
Oc1ccc(C2N=C(c3ccccc3)NC(c3ccccc3)=N2)cc1	-9%	i	-8%	3.2%	0%	-25%	-4%	-2%	-16
CCN(CC)CCCN1C(=O)C(=O)/C(=C(/O)c2ccc(Cl)cc2)C1c1ccccn1 (stereo unspecified)	2%	i	18%	0.1%	-5%	-4%	12%	-2%	37
CN(Cc1ccccc1)C(=O)Nc1c(Cl)cccc1Cl	.	i	.	0.1%	2%	-6%	5%	.	-16
O=C(NC1CCCCC1)C(c1ccccc1)N(C(=O)c1cccs1)c1ccc2c(c1)OCO2 (stereo unspecified)	-11%	i	12%	0.7%	-17%	-4%	5%	-6%	-14
C=C(C)CN(CC)C(=O)CN1C(=O)NC(C)(c2ccc3ccccc3c2)C1=O (stereo unspecified)	-1%	i	-9%	-0.9%	.	-13%	0%	-6%	-18
COc1ccc(C2=NN(CN3C(=O)C(=O)c4ccccc43)C(c3cccc([N+](=O)[O-])c3)C2)cc1 (stereo unspecified)	-6%	i	-2%	?	7%	-31%	-26%	?	-66*
O=C(O)c1ccc(Cl)c(S(=O)(=O)NCc2ccco2)c1	3%	i	1%	-1.0%	-2%	-9%	-4%	11%	5
COc1ccc(-n2nc(C(=O)N3CCN(c4ccccc4OC)CC3)c3c4ccccc4n(C)c3c2=O)cc1	-1%	i	?	1.4%	3%	-7%	13%	.	.
O=C(COC(=O)c1ccc(Cl)c(Cl)c1)NC1CCCC1	1%	i	7%	0.1%	-4%	-13%	0%	0%	-7
S=C(Nc1ccccc1Cl)N1CCCCCC1	-10%	i	3%	-0.1%	.	5%	0%	-17%	0
O=C(N/N=C/c1cccc(OC(=O)c2ccco2)c1)c1ccc(F)cc1	0%	?	?	3.4%	30%	18%	?	1%	-5
COc1ccc(/C=N/n2c(C)cc(C)c(C(N)=O)c2=O)cc1	-1%	i	-7%	-0.3%	-3%	-4%	1%	-6%	22
CCC(=O)NCc1cc(-c2nn(C)c(=O)c3ccccc23)ccc1C	-9%	i	-43%	3.0%	0%	-7%	17%	12%	13
CCOC(=O)[C@@H]1[C@H]2COc3ccccc3[C@@H]2N2C(=O)N(c3ccc(OC)cc3)C(=O)[C@@]12C	-16%	?	-2%	-0.2%	-2%	-6%	6%	-11%	22
CCN(C[C@H]1N[C@@](C)(C(=O)OC)[C@H]2C(=O)N(Cc3ccccc3)C(=O)[C@@H]12)S(=O)(=O)c1ccc(C)cc1	4%	i	0%	-0.9%	0%	3%	-1%	-6%	1
Cc1nc2ncnn2c(C)c1CCC(=O)NCc1ccccc1	1%	.	1%	0.4%	.	-14%	-1%	2%	11
CCCOc1ccc(C2NC(=O)NC(c3ccccc3)=C2C(C)=O)cc1OCC (stereo unspecified)	16%	i	1%	-0.1%	-6%	-31%	-22%	0%	3
COc1ccc(Nc2ncnc3ccc(C)cc23)cc1	-1%	i	?	-0.5%	.	2%	12%	0%	-2
CCC(CC)NCc1ccc2c(c1)c1ccccc1n2CC	-14%	?	7%	-0.9%	.	-89%	?	21µM*	-54*
O=C(NCCC(=O)N1CCN(c2ccccn2)CC1)c1ccc(Br)cc1	1%	i	1%	0.6%	3%	-9%	11%	-11%	-5
CSCCC(NC(=O)CCNC(=O)c1ccccc1Cl)c1nc2ccccc2[nH]1 (stereo unspecified)	-1%	i	7%	-0.1%	-20%	2%	2%	-1%	13
CCOC(=O)C1CCN(C(=O)c2ccc(SC)cc2OC)CC1	-5%	i	4%	-0.4%	-31%	-3%	-7%	-33%[inhibitor]	10
C[C@H](CO)N1C[C@H](C)[C@@H](CN(C)S(=O)(=O)c2ccc(F)cc2)Oc2ccc(NC(=O)C3CCCCC3)cc2C1=O	3%	i	1%	0.3%	-2%	1%	-1%	1%	-23
CC(=O)c1ccc2noc(-c3cccc(F)c3)c2c1	7%	i	5%	6.8%	10%	-28%	0%	2%	?
CC(=O)Nc1ccc2c(c1)C(=Nc1ccccc1)c1ccccc1-2	4%	i	27%	11µM*	5%	-14%	-14%	1%	2

Three compounds out of the list, sorted by number of heavy atoms, lowest first.
Compound	A549 viability	ATXN viability	Nrf2 block	Nrf2 ARE act	ATXN2 expr inh	HepG2 tox	TGFb inhibitor	MCF10A rereplic	IL-1B inflam inh
CCC(CC)NCc1ccc2c(c1)c1ccccc1n2CC	-14%	?	7%	-0.9%	.	-89%	?	21µM*	-54*
O=C(N/N=C/c1cccc(OC(=O)c2ccco2)c1)c1ccc(F)cc1	0%	?	?	3.4%	30%	18%	?	1%	-5
CCN(C[C@H]1N[C@@](C)(C(=O)OC)[C@H]2C(=O)N(Cc3ccccc3)C(=O)[C@@H]12)S(=O)(=O)c1ccc(C)cc1	4%	i	0%	-0.9%	0%	3%	-1%	-6%	1

Next part.
Compound	A549 viability	ATXN viability	Nrf2 block	Nrf2 ARE act	ATXN2 expr inh	HepG2 tox	TGFb inhibitor	MCF10A rereplic	IL-1B inflam inh
Cc1nn(-c2ncc(C(F)(F)F)cc2Cl)c(=O)n1-c1cccc(Cl)c1	-2%	?	-16%	-0.7%	-6%	-3%	-10%	2%	-9
CCN1C(=O)C(CC(=O)Nc2ccccc2)N(Cc2ccccn2)C1=S (stereo unspecified)	-3%	i	-20%	0.5%	0%	-49%	-14%	-6%	18
Cc1cc(OC(=O)N2CCOCC2)cc(C)c1Cl	1%	i	-4%	-0.2%	0%	-10%	9%	1%	-10
Cc1ccc[n+](CC(=O)Nc2cccc([N+](=O)[O-])c2)c1	7%	i	0%	-0.6%	.	0%	?	-10%	-14
Cc1cccc2sc(N(CCCN(C)C)C(=O)c3ccc(C(=O)c4ccccc4)cc3)nc12	1%	?	?	3.4%	?	-84%	?	18%	-8
COc1ccc(CCNC(=O)Cn2nnc(-c3cccs3)n2)cc1OC	17%	i	-5%	0.3%	-2%	4%	-1%	-37%	4

Screening results deposited in PubChem BioAssay by National Center for Advancing Translational Sciences (NCATS).

Outcome played no part in choosing rows, and some 8.8% of all compounds hit somewhere here.
